Assay outcomes (PubChem BioAssay)
TEAD-YAP inh: TEAD-YAP interaction inhibition; HEK-TIYL cells, TEAD-Gal4/YAP UAS-luciferase luminescence; inhibition, % at 9.12 µM; 1.4% of 640,000 active; in the data active = inhibition above about 32%;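 note: 0% = median of test compound wells and 100% = reference inhibitor wells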
MITF inh: blocks human microphthalmia-associated transcription factor. inhibition, % at 2.6 µM. AlphaScreen MITF homodimerization, bead proximity signal. AID 1259374. 0.91% of 650,000 active; in the data active = inhibition above about 50%;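 note: 0% = vehicle wells with protein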
Target sequence (O75030 whole entry, looked up): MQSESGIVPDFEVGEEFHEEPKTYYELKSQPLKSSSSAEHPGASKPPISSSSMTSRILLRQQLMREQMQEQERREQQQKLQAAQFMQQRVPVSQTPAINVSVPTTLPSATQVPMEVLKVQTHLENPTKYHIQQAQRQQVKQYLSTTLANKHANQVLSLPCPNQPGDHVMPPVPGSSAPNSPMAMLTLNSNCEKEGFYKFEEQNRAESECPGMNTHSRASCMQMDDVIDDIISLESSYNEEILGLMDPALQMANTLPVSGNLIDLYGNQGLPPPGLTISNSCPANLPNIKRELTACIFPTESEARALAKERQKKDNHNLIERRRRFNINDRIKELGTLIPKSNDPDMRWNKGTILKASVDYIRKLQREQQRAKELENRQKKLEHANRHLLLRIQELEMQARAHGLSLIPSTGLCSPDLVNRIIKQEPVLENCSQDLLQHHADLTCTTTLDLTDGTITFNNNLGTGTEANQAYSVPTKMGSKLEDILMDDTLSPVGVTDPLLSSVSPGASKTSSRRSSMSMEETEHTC
FBW7 activator: human FBW7 E3 ligase activation, primary screen | AlphaScreen FBW7–phospho-cyclin E peptide binding, activator screen | normalized activity (activation), % at 26.1 µM | 0.13% of 650,000 active | AID 1259310; in the data active = normalized activity above about 1.9%;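 note: purified mutant Fbw7 with reduced substrate affinity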
GPR151 ag: activates the human receptor GPR151 | activation, % at 11.2 µM | Q8TDV0 | PathHunter beta-arrestin GPR151 cells, luminescence | 1% of 650,000 active; in the data active = activation above about 4.9%;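 note: 0% = median of compound wells and 100% = cells with positive control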
Target sequence (Q8TDV0 whole entry, looked up): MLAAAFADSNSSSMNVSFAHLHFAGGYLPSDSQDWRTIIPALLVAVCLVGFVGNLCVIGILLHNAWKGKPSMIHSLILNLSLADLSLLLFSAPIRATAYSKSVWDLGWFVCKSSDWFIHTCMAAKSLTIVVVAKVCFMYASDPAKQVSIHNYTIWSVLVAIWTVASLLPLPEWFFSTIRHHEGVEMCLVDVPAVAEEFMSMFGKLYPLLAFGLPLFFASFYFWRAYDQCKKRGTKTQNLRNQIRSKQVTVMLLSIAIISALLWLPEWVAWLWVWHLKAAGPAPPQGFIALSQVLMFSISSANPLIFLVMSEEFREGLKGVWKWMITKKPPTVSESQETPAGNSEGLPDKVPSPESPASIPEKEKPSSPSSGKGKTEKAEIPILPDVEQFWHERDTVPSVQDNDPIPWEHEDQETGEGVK
The depositor's hits bear a star; / = not tested or not shown. Compounds were not picked by outcome; 3.4% or so of the library scored in one or more.

SMILES | TEAD-YAP inh | MITF inh | FBW7 activator | GPR151 ag
COc1ccc(CN2N=NC3C(=O)N(c4ccccc4)C(=O)C32)cc1 (centres undefined) | -2 | -3 | 0.1 | 0.2
CCOc1cc(/C=C2/NC(=O)NC2=O)ccc1OCc1ccccc1C#N | 14 | 10 | 0.1 | -0.3
CCOC(=O)C1=C(CC)NC2=C(C(=O)CC(C)(C)C2)C1c1cccc([N+](=O)[O-])c1 (centres undefined) | 10 | 6 | 0.0 | 0.2
COc1ccc2c(c1)nc(NCCCO)n2C | -7 | 22 | 1.5 | -1.8
CCN1CCN(c2c(Cl)cccc2NS(=O)(=O)c2ccc(C)cc2)CC1 | -9 | -3 | 0.1 | 0.2
CC1(C)C/C(=N\O)c2c(Cc3ccccc3)noc2C1 | 12 | 9 | 0.2 | 0.1
Cc1sc2ncnc(N)c2c1C | -21 | 2 | -0.1 | 0.8
COC(=O)NNC(=S)Nc1sc(-c2ccccc2)cc1C(=O)OC | -26 | -2 | 0.0 | -1.0
CCOc1ccc2c(c1)-c1c(ssc1=S)C(C)(C)N2C(=O)c1cccs1 | -18 | 38 | -0.5 | 0.3
CN(C)CCNc1ccnc2c(-c3cc4ccccc4o3)cnn12 | 68* | -2 | 0.9 | -2.1
N#C/C(=C/c1cn(-c2ccccc2)nc1-c1cc2ccccc2oc1=O)C(N)=O | 17 | 19 | 0.8 | 0.3
COC(=O)c1cccc(NC(=O)COc2ccc(I)cc2)c1 | -5 | 17 | 0.1 | -0.8
COc1cccc(CNc2nnnn2-c2ccccc2)c1 | 3 | -4 | 0.0 | -0.7
CCN(CC)S(=O)(=O)c1ccc(OC)c(NS(=O)(=O)Cc2ccccc2)c1 | 3 | 3 | 0.1 | 1.7
C=CCn1c(SC)nc(O)c(CC)c1=O | 1 | 9 | 1.9* | -0.5
Cc1cc(C)n2nc(SC(C)C(=O)NCc3ccccc3)nc2n1 (centres undefined) | 6 | 6 | 0.1 | -0.4
CC1=C(C(N)=O)C(c2ccc([N+](=O)[O-])cc2)n2ncnc2N1 (centres undefined) | 8 | -9 | 0.2 | 0.0
Cc1ccc(NC(=O)c2cnn(-c3ccccc3)c2NC(=O)c2ccccc2Cl)cc1 | 10 | 10 | 0.8 | -1.3
CC1CCN(c2nc3c(c(=O)[nH]c(=O)n3C)n2CCCc2ccccc2)CC1 | -3 | 3 | 0.1 | -0.3
Cc1sc(NC(=O)/C=C\C(=O)O)nc1-c1ccccc1 | 2 | 3 | 0.2 | 6.9*
O=C(Nc1c(C(=O)N2CCCC2)cnn1-c1ccccc1)c1ccc(Br)cc1 | 3 | -1 | -0.2 | 0.9
CCN1CCN(C(=O)Cn2ncc3c2-c2cc(C)ccc2OC3)CC1 | 16 | 7 | 0.6 | -1.7
CCOC(=O)Cn1c2ccccc2n2cc(-c3ccc([N+](=O)[O-])cc3)cc12 | -10 | 9 | 0.0 | 0.4
Cc1ccccc1CC(=O)N1CCc2nncn2CC1 | -6 | -6 | 0.0 | 0.3
O=C(Nc1ccc(Oc2ccccc2)cc1)C(Sc1ccccc1)c1ccccc1 (centres undefined) | 0 | 4 | 0.1 | -0.7

More structures
SMILES | TEAD-YAP inh | MITF inh | FBW7 activator | GPR151 ag
COC(=O)Cc1ccc(NC(=S)NCc2ccccc2)cc1 | 5 | -14 | -0.2 | 0.8
Cc1nc2ccc(N)cc2c(=O)n1Cc1ccccc1Cl | 7 | 15 | 0.4 | -0.5
CCOC(=O)c1sc(N)c(C#N)c1COC(=O)CNC(=O)c1ccccc1 | 3 | -4 | 0.0 | 0.6
Cc1csc(SCc2cc(=O)c(OC(=O)c3c(F)cccc3Cl)co2)n1 | -1 | -12 | -0.1 | 0.0
Cc1cccc(C)c1NC(=O)NC1(C(=O)N2CCC(O)CC2)CCCCC1 | -4 | 5 | 0.0 | -0.3
O=C(NCc1ccc2c(c1)OCO2)c1ccc(Cn2c(=S)[nH]c3ccc(Br)cc3c2=O)cc1 | -2 | -2 | 0.0 | -0.1
OCCNc1c(F)c(F)nc(N2CCOCC2)c1F | 6 | -2 | 0.1 | -0.6
Cc1nc(SCC(=O)NC(=O)NC2CCCCC2)nc(C)c1C | 2 | 11 | 0.1 | -1.0
COc1ccc(C2C3=C(Nc4ncnn42)c2ccccc2OC3c2cccc(OC)c2)cc1 (centres undefined) | -8 | 5 | -0.1 | 0.4
COC(CNC(=O)c1ccc(C)c(N2CCCC2=O)c1)OC | -3 | 12 | 0.0 | 3.2
COc1cccc2cc(-c3ccc([N+](=O)[O-])cc3)c(=O)oc12 | -7 | -12 | 0.0 | 0.4
CC(=O)NC(c1ccc(Cl)cc1)c1c(O)ccc2ccc(O)cc12 (centres undefined) | 9 | 7 | 0.3 | 0.2
CCCC(=O)Nc1nnc(-c2ccc(Cl)cc2)o1 | -11 | 4 | 0.1 | 0.5
CCC1CCCCN1S(=O)(=O)c1ccc2c(c1)CCC(=O)N2 (centres undefined) | 7 | 7 | -0.1 | 0.8
CCCCC(=O)Nc1nnc(-c2ccccc2Cl)o1 | -4 | -9 | 0.3 | 2.0
Cc1nc2sccn2c1CN1CCCC(N(C)CCc2ccccc2)C1 (centres undefined) | 43* | -1 | -0.1 | 0.5
C(=C\c1ccncc1)/c1ccncc1 | -8 | -1 | 0.0 | -0.6
Cc1cccc(C(C(=O)NC(C)(C)C)N(Cc2ccccc2)C(=O)c2csnn2)c1 (centres undefined) | 3 | -26 | -0.1 | -0.4
Cc1ccc(/C=C(\C#N)c2nn(CCO)c(N)c2C#N)cc1 | -35 | -1 | 0.7 | -0.2
CCc1n[nH]c(=S)n1NC(=S)Nc1ccc(OC)cc1 | 0 | 4 | 0.0 | -2.6
COc1cccc(CNc2ccc(C)cn2)c1O | -25 | 22 | 0.1 | -1.8
COc1cccc(C(=O)NCc2ccc3c(c2)cc(C)n3C)c1OC | -5 | 20 | 0.0 | -0.3
Cc1ccccc1Cn1c(=O)c(F)cn(C2CCCO2)c1=O (centres undefined) | -1 | 3 | 0.0 | 3.0
CCOC(=O)c1ccc(OCCCNCc2ccco2)cc1 | -6 | 8 | 0.1 | -0.7
CC1(C)CC(=O)C2=C(C1)Nc1ccccc1N(C(=O)C(F)(F)F)C2c1ccc(-c2ccccc2[N+](=O)[O-])o1 (centres undefined) | 8 | 0 | -0.3 | 0.1

Remaining list, next part:
SMILES | TEAD-YAP inh | MITF inh | FBW7 activator | GPR151 ag
N#CCCn1cc(/C=C(\C#N)C(=O)O)c(-c2cccc(OC(F)F)c2)n1 | -12 | -4 | -0.2 | 3.1
COc1ccccc1NC(=O)C1C2c3ccccc3C(c3ccccc32)C1C (centres undefined) | -8 | 19 | 0.8 | -0.7
Cc1ccccc1OCC(=O)Nc1ccc(N2CCN(C(=O)c3cccs3)CC2)cc1 | 21 | 14 | 0.5 | 0.1
O=S(=O)(NCCc1cn2ccccc2n1)c1ccc(F)c(C(F)(F)F)c1 | 4 | -1 | -0.1 | -0.7
CC1C=CCC2C(=O)N(NC(=O)c3ccc(Cl)c(Cl)c3)C(=O)C12 (centres undefined) | 6 | -10 | -0.1 | -0.2
COc1ccc(S(=O)(=O)Nc2ccc(C(N)=O)cc2)cc1Br | 4 | 8 | -0.2 | -0.8
COc1ccc(C2C(C(=O)OC(C)C)=C(C)NC3=C2C(=O)CC(c2ccccc2)C3)c(OC)c1 (centres undefined) | 5 | 0 | 0.1 | -0.8
N#Cc1ccccc1OCC(=O)OCC(=O)NC1CCCCCC1 | -1 | -15 | 0.1 | 0.1
Cc1ccc(-c2n[nH]c3c2C(c2ccc([N+](=O)[O-])cc2)NC3=O)cc1 (centres undefined) | 18 | 18 | 0.7 | -0.5
COc1ccccc1N1C(=O)c2ccc(C(=O)Nc3cccc(O)c3)cc2C1=O | -1 | -9 | -0.2 | -0.6
CCN(CC)Cc1c(O)ccc2c(-c3ccccc3)cc(=O)oc12 | -5 | -2 | -0.2 | 0.1
Cc1ccc2[nH]c3c(=O)n(N)c(=O)[nH]c3c2c1 | 9 | 5 | -0.2 | 0.0
COCCn1c(=NC(=O)CN2C(=O)c3ccccc3C2=O)sc2ccccc21 | 0 | -1 | -0.1 | -0.3
O=C(c1cn(-c2ccccc2)nc1-c1ccc([N+](=O)[O-])cc1)N1CCOCC1 | 2 | -8 | -0.1 | 0.3
Cn1c(=O)c2c(nc3n(CCO)c(-c4ccc(Cl)cc4)cn23)n(C)c1=O | 14 | 8 | -0.2 | 0.1
CCOc1ccccc1/C=N/N=C1\NC(=O)C(CC(=O)O)S1 (centres undefined) | 6 | 14 | 0.1 | -0.4
COCCOC(=O)c1ccc(NC(=O)c2ccc(Cl)cc2)cc1 | -9 | -5 | 0.1 | 0.6
COC(=O)c1cc(NC(=O)/C=C/c2ccc(F)cc2)cc(C(=O)OC)c1 | 14 | 19 | 0.5 | -0.8
Cc1ccc(NC(=O)c2cc(S(=O)(=O)N3CCOCC3)ccc2F)cc1C | -2 | 4 | 0.0 | 1.1
CCOC(=O)N1CCN(C(c2cccc(F)c2)c2sc3ncnn3c2O)CC1 (centres undefined) | 5 | 18 | 0.6 | -0.6
COc1ccccc1C(C1C(=O)N(c2ccccc2)N=C1C)C1C(=O)N(c2ccccc2)N=C1C (centres undefined) | 4 | 8 | -0.2 | 1.3
CC(=O)c1ccc(NC(=O)C(C)Sc2nc3ccccc3[nH]2)cc1 (centres undefined) | -33 | 8 | 0.7 | -1.6
Cc1nc(NCCc2ccccc2)c2c3c(sc2n1)CCCC3 | -11 | -5 | 0.0 | 0.3
Nc1nc([N+](=O)[O-])nn1-c1ccccc1 | 0 | -1 | -0.1 | -0.7
O=C(COc1ccc(I)cc1)N/N=C/c1ccc([N+](=O)[O-])cc1 | 9 | 2 | -0.1 | 0.6

(next part)
SMILES | TEAD-YAP inh | MITF inh | FBW7 activator | GPR151 ag
COc1cccc(C=C2C(=O)NC(=S)NC2=O)c1OS(=O)(=O)c1ccccc1 | 8 | -1 | 0.2 | 0.7
CCNC(=O)N(CCCC(O)c1ccc(F)cc1)C(C)C (centres undefined) | 3 | 15 | 0.6 | 0.0
Cc1onc(-c2c(Cl)cccc2Cl)c1C(=O)N1CCC(Cc2ccccc2)CC1 | 13 | 5 | -0.1 | -1.0
CC(C)CNC(CC(=O)Nc1ccccc1)C(=O)O (centres undefined) | 6 | 13 | 0.9 | 3.1
CCOc1ccc(NC(=O)CSc2nc3ccc(N4CCOCC4)cc3c(=O)n2Cc2ccccc2)cc1 | -7 | 7 | 0.3 | 0.8
CC(=O)N(C1=C(O)c2ccccc2C(=O)C1=O)C1CCCCC1 | -6 | -4 | -0.3 | 0.3
COc1ccc2nc(NS(=O)(=O)c3ccc(N)cc3)sc2c1 | -7 | 8 | 0.1 | 2.3
O=C(c1cccnc1)n1nc(-c2cccnc2)nc1NCc1ccco1 | -4 | 7 | -0.1 | -0.3
O=C(c1ccc(Br)cc1)N1CCN(c2cc(N3CCCC3)c(F)cc2[N+](=O)[O-])CC1 | 14 | -8 | 0.0 | 3.9
CCCNC(=O)c1ccnc(-c2csc3ccccc23)c1 | 2 | 0 | 0.3 | 0.9
CCOC(=O)c1c(NC(=O)c2cccc(Cl)c2)sc(C(C)=O)c1C | -14 | 18 | 0.1 | -0.5
N#Cc1c(NC(=O)Cn2nc(C(=O)O)c3ccccc3c2=O)sc2c1CCCCC2 | -4 | -9 | -0.4 | -1.7
CCn1cc(C2=NOC(C(=O)O)C2)c(C)n1 (centres undefined) | 6 | 3 | -0.2 | 0.7
O=c1[nH]c2nc(-c3cccc(O)c3)cnc2n1-c1ccccc1 | -19 | -10 | 0.2 | 2.3
O=C(OC1CCCC1=O)c1ccc(N2CCCC2=O)cc1 (centres undefined) | -21 | 62* | 0.0 | -1.7
O=C(Nc1ccc(CN2CCOCC2)cc1)c1ccc(Cl)cc1Cl | 18 | 13 | -0.3 | -1.3
Cc1cccc(CN(CC(=O)N2CCOCC2)S(=O)(=O)c2ccc(Cl)cc2)c1 | 9 | 12 | -0.1 | 2.0
Cc1ccc(C)c(N(C)C(=O)C2CCCN2S(=O)(=O)c2cccc3nsnc23)c1 (centres undefined) | -1 | 6 | 0.2 | 1.6
COCCCNC(=O)/C=C/c1cc(OC)c(OC)c(OC)c1 | 3 | 6 | -0.1 | 2.3
CC(=O)OCC(=O)[C@@]1(O)CC[C@H]2[C@@H]3C[C@H](C)C4=CC(=O)C=C[C@]4(C)[C@H]3[C@@H](O)C[C@@]21C | / | 4 | 0.0 | -0.1
COc1cc2sc(NC(=O)c3ccc([N+](=O)[O-])o3)nc2cc1Cl | -4 | -10 | 0.4 | 1.0

A second format for part of the listing above.
Structure: CCOC(=O)c1c(NC(=O)c2cccc(Cl)c2)sc(C(C)=O)c1C
  TEAD-YAP inh: -14 | MITF inh: 18 | FBW7 activator: 0.1 | GPR151 ag: -0.5
Structure: CC(=O)OCC(=O)[C@@]1(O)CC[C@H]2[C@@H]3C[C@H](C)C4=CC(=O)C=C[C@]4(C)[C@H]3[C@@H](O)C[C@@]21C
  TEAD-YAP inh: / | MITF inh: 4 | FBW7 activator: 0.0 | GPR151 ag: -0.1
Structure: CCn1cc(C2=NOC(C(=O)O)C2)c(C)n1 (centres undefined)
  TEAD-YAP inh: 6 | MITF inh: 3 | FBW7 activator: -0.2 | GPR151 ag: 0.7

Record cards, from the list above. Order of screens: TEAD-YAP inh | MITF inh | FBW7 activator | GPR151 ag
COC(=O)Cc1ccc(NC(=S)NCc2ccccc2)cc1 reads 5 | -14 | -0.2 | 0.8
Cc1ccc(NC(=O)c2cnn(-c3ccccc3)c2NC(=O)c2ccccc2Cl)cc1 reads 10 | 10 | 0.8 | -1.3
CCOc1ccccc1/C=N/N=C1\NC(=O)C(CC(=O)O)S1 (centres undefined) reads 6 | 14 | 0.1 | -0.4
COc1ccccc1NC(=O)C1C2c3ccccc3C(c3ccccc32)C1C (centres undefined) reads -8 | 19 | 0.8 | -0.7
O=C(c1cccnc1)n1nc(-c2cccnc2)nc1NCc1ccco1 reads -4 | 7 | -0.1 | -0.3
